Screening data (PubChem BioAssay)
Tau fluor cs: counter-screen for tau fibril formation inhibitors | Potency, µM (doses to about 57.7 µM), inactives show at the highest dose activity change, negative = decrease | tau K18 P301L (four-repeat tau fragment) Alexa594 fluorescence, heparin fibrillization | 280,000 compounds, 0.93% hits; also: potency is read from the fitted curve at half-maximal effect; % is scaled to controls: 0 for no effect and ±100 for the full control effect; nearly all actives have a fitted effect of over 55% in size
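Human K18 P301L tau (15 uM unlabeled plus 0.24 uM Alexa 594-labeled, final) in 100 mM sodium acetate pH 7 was mixed with compound and 20 uM heparin and incubated 6 hr at 37 C.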
TRb SRC2 PPI: TRbeta-SRC2 interaction inhibition; P10828; TRbeta-SRC2 peptide binding, fluorescence polarization; receptor liganded with 1 µM T3; Potency, µM (highest dose often 106 µM), inactives show at the highest dose activity change, negative = inhibition, usual class: inhibitors; 280,000 compounds, 0.065% hits; AID 1469;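 also: potency is read from the fitted curve at half-maximal effect; plate controls were bound peptide for no effect and peptide without receptor for full effect; nearly all actives have a fitted effect of over 50% in size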
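Fluorescence polarization of 20 nM Texas Red SRC2 peptide (20-aa NR interaction domain) bound to 0.6 uM human TRb ligand-binding domain, with 1 uM T3, after 5 hr at ambient temperature; inhibition seen as decreased polarization.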
NPSR antagonist: neuropeptide S receptor (human) antagonism, cAMP; Potency, µM (top dose mostly 38.3 µM), for inactives: at the highest dose activity change, negative = inhibition, hits mostly inhibitors; AID 1461; Q6W5P4; CHO-NPSR cells, cAMP TR-FRET, antagonist mode; 220,000 compounds, 1% hits; also: potency is read from the fitted curve at half-maximal effect; % is scaled to controls: 0 for no effect and ±100 for the full control effect; nearly all actives have a fitted effect of over 50% in size; many of its hits are not listed in these tables
Tau FP inhib: blocks human tau fibril formation measured by polarization; 280,000 compounds, 0.39% hits; K18 P301L tau heparin fibrillization, Alexa594 FP, 6 h; Potency, µM (top dose mostly 57.7 µM), for inactives: at the highest dose activity, negative = inhibition, most hits filed as inhibitors; P10636; also: potency is read from the fitted curve at half-maximal effect; % is scaled to controls: 0 for no effect and ±100 for the full control effect; nearly all actives have a fitted effect of over 55% in size
Target sequence (P10636 561-689 P618L limits assumed): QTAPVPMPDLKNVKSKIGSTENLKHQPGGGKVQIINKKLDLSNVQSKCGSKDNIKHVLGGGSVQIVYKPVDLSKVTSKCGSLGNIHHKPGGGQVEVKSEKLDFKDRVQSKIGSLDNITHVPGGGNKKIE
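Steps: dispense K18 P301L tau (15 uM plus 0.24 uM Alexa 594 tracer, final) in pH 7 sodium acetate; add compound; add heparin (20 uM final); incubate 6 hr, 37 C; add ThT (30 uM final); after 1 hr ambient, read FP.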
Epigenetic derep: epigenetic control regulation, reporter derepression | AID 1865 | 280,000 compounds, 0.2% hits | murine LDR cells, GFP reporter derepression, 30 h | Potency, µM (series often up to 53.9 µM), inactives show at the highest dose GFP activation, hits mostly activators; also: potency is read from the fitted curve at half-maximal effect; % of control where 0% means no effect; nearly all actives have a fitted effect of over 60% in size
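GFP-positive cell count by laser-scanning cytometry (objects 20–120 um) after 30 h, 37 C compound exposure of murine LDR cells; reporter is CMV-GFP integrated at a silenced locus, inducible by HDAC or DNMT inhibitors.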
TexasRed fluor: counter-screen for TRb-SRC2 inhibitors: fluorescence interference; TRb/SRC2 Texas Red total fluorescence interference; Potency, µM (highest dose often 106 µM), without a hit: at the top dose fluorescence change, negative = quenching; 280,000 compounds, 0.29% hits; AID 1479; active = well fitted curve in either direction with a large enough effect; inconclusive = small, poorly fitted or top-dose-only effect; also: potency is read from the fitted curve at half-maximal effect; % is scaled to controls: 0 for no effect and ±100 for the full control effect
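Human TRb ligand-binding domain at 0.6 uM with 20 nM Texas Red SRC2 peptide in Tris buffer containing 1 uM T3 and 5% DMSO, incubated with compound 5 h at ambient temperature. Total fluorescence (555/632 nm) calculated as parallel + 2 × perpendicular.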
CBFb RUNX1 block: inhibitors of human CBF-beta and RUNX1 interaction; Q01196+Q13951; AlphaScreen CBFb-His/RUNX1-biotin binding, biochemical; Potency, µM (series often up to 59.8 µM), for the others: top-dose activity, negative = inhibition, actives largely listed as inhibitors; 230,000 tested, under 10 active; also: % of control where 0% means no effect
Target sequence (Q01196 whole entry, looked up): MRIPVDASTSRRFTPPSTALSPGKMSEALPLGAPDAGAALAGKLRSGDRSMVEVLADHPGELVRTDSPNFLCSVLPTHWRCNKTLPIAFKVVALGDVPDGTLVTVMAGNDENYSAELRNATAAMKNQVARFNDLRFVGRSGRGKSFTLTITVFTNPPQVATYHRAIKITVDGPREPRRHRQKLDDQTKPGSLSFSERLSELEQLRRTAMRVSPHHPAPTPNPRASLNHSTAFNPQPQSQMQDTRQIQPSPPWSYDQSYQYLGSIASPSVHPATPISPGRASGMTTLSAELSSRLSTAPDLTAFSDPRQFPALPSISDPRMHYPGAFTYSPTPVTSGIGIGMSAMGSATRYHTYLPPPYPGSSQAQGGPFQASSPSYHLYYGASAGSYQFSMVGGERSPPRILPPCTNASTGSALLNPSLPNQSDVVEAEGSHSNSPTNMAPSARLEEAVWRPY
Target sequence (Q13951 whole entry, looked up): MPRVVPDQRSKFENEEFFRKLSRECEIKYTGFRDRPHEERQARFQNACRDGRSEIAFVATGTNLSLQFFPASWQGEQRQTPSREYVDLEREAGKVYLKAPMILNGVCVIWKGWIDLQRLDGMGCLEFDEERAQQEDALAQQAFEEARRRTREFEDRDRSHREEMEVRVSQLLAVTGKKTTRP
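Bead-based AlphaScreen assay; binding partners His-tagged CBF-beta and biotinylated RUNX1 at 30 nM each. Compound exposure 15 min after a 20-min protein preincubation; bead step 90 min; all steps at room temperature.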
GLA spleen mod: inhibitors or activators of human alpha-galactosidase in spleen homogenate; human spleen homogenate, 4MU-alpha-Gal fluorescence, 40 min; Potency, µM (series often up to 80 µM), for the others: top-dose activity change, negative = inhibition, usual class: inhibitors; 240,000 compounds, 0.008% hits; AID 2107;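 also: potency is read from the fitted curve at half-maximal effect; 0% = enzyme with vehicle and -100% = no enzyme basal signal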
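Spleen homogenate 1 ug + cpd (titration) + 4-MU-alpha-D-galactopyranoside 1 mM; 37C 40 min; 50 mM citrate/phosphate pH 5.0, 0.01% Tween-20; stop pH 10; fluorescence 365/440; AC50 via Hill.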
Active calls of the source: *; ? = inconclusive; . = not tested or not shown; & = joins results of further samples; [ ] = dose if it differs, or a comment. Unless noted, calls follow the shape of the dose curve; as a rule, active = well fitted curve in the direction sought with a large enough effect; inconclusive = small, poorly fitted or top-dose-only effect, or another doubt; inactive = no such curve, though single readings can be large; an effect the other way counts as inactive or inconclusive. A portion of the library; the hit share may differ from the screen's.

#	Structure	Tau fluor cs	TRb SRC2 PPI	NPSR antagonist	Tau FP inhib
1	Cc1ccc(CCNC(=O)C(C)n2nc(C)c3c(C)n(-c4ccc(C)cc4)nc3c2=O)cc1 (stereo not given)	10%	-3%	.	1%
2	COC(=O)C(NC(=O)c1ccccc1)(Nc1nccs1)C(F)(F)F (stereo not given)	-9%	-16%	-4%[7.67 µM]	-9%
3	Cc1cc(-c2csc(N)n2)c(C)n1C	?	-16%	-20%[46.1 µM]	?
4	CC(=O)N1CCN(Cc2nc3cc(NC(=O)c4ccc(Cl)cc4)ccc3n2C)CC1	-11%	-16%	0%[46.1 µM]	-13%
5	Cc1ccc(C2NC(=S)NC3=C2N2CCC3CC2)cc1 (stereo not given)	-6%	3%	-7%[46.1 µM]	2%
6	CC(=O)Nc1cccc(OCC(=O)Nc2ccc(F)cc2)c1	1%	6%	-5%[46.1 µM]	6%
7	C=CCN1C=CC(=C/C=C(/C#N)C(=O)OCC)C=C1	-10%	-23%	10µM*	7%
8	CC(c1ccccc1)n1c(NCCCn2ccnc2)nc2c1c(=O)[nH]c(=O)n2C (stereo not given)	-5%	-13%	-29%[7.67 µM]	-3%
9	O=C(Nc1cccc2ccccc12)c1ccccc1NS(=O)(=O)c1cccc2cccnc12	-15%	10%	-10%	-14%
10	O=S(=O)(c1ccc(C2CCCCC2)cc1)N1CCCC1	-9%	-8%	-3%[46.1 µM]	-5%
11	COCc1cc(C(C)=O)ccc1OCC(=O)Nc1ccc(NC(C)=O)cc1	?	-1%	4%	13%
12	c1ccc2c(-n3cnnn3)cccc2c1	6%	-1%	3%[46.1 µM]	1%
13	Cc1ccc(S(=O)(=O)N2CCC(C(N)=O)CC2)c(C)c1C	2%	6%	-5%[46.1 µM]	2%
14	COc1cc(OC)c(NC(=O)c2cn(C)c(=O)c3cc(OC)c(OC)cc23)cc1Cl	-3%	-6%	.	6%
15	O=C(CSc1ncccn1)Nc1cc(Cl)ccc1[N+](=O)[O-]	-17%	-9%	-10%	?

#	Epigenetic derep	TexasRed fluor	CBFb RUNX1 block	GLA spleen mod
1	4.7%	-3%	.	.
2	0.5%	-1%	-1%	5%
3	0.0%	8%	-11%	4%
4	-3.1%	2%	-11%	-15%
5	-0.9%	-7%	0%	-1%
6	-1.1%	3%	5%	4%
7	?	?	-2%	0%
8	2.0%	1%	1%	4%
9	0.0%	1%	-12%	-1%
10	-1.0%	-4%	20%	-4%
11	-0.2%	-6%	4%	-5%
12	-1.0%	2%	3%	-21%
13	-1.5%	-1%	4%	-2%
14	-0.9%	0%	.	.
15	1.1%	-1%	-24%	-2%

The results go on:
#	Structure	Tau fluor cs	TRb SRC2 PPI	NPSR antagonist	Tau FP inhib
16	COc1cccc(NC(=O)N(CCC(C)C)C2CCN(C(C)C)CC2)c1	9%	0%	.	-1%
17	COc1ccccc1N1C[C@@H]2C[C@@H](c3ccco3)N3CCC[C@@]23C1=O	5%	4%	18%	-3%
18	COC(=O)[C@@H]1C[C@H]2CC[C@H](O)C[C@H]2N1Cc1ccc(C)s1	-19%&2%	6%&1%	20%	-3%&2%
19	COCc1nnc(NC(=O)c2cccs2)s1	0%	6%	-2%[46.1 µM]	-1%
20	Cc1cc(C)n2nc(CC(=O)NC3CCCCCCC3)nc2n1	-15%	-11%	-11%[46.1 µM]	-2%
21	COCCN1Cc2cccc(C(=O)Nc3cccc(C)c3C)c2C1=O	-11%	3%	-15%[46.1 µM]	-2%
22	CC1(C)CC(=O)CC(C2(O)C(=O)N(Cc3ccccc3)c3ccccc32)O1 (stereo not given)	-1%	3%	-1%	7%
23	O=C(C[n+]1cn(C(F)F)c2ccccc21)c1ccc(Br)cc1	1%	-6%	-57%	9%
24	Cc1ccc(C(=O)NC(=S)Nc2ccc(-c3cc4ccccc4oc3=O)cc2)c(C)c1	-4%	-1%	-39%	?
25	O=c1oc2ccccc2cc1-c1ccc(O)cc1	13%	-6%	7%	-2%
26	Cc1ccccc1OCC(=O)N/N=C1\CCOc2c(C)cccc21	-1%	-1%	-4%[46.1 µM]	6%
27	CCCNC(=O)COC(=O)c1cc2c(=O)n3ccccc3nc2s1	-4%	-9%	-10%	8%
28	CC(/C=C1\SC(=S)N(c2ccc(C(=O)O)cc2)C1=O)=C\c1ccccc1	11%[0.0958 µM]	6%	-24%	0%[0.0958 µM]
29	CCCOc1ccc(N2CC(C(=O)NC3=NCCS3)CC2=O)cc1 (stereo not given)	-10%	3%	13%	-8%
30	CC1=C(C(=O)OCc2ccccc2)C(c2ccc(C3CCCCC3)cc2)NC(=O)N1CCCCCC(=O)O (stereo not given)	-7%	8%	.	-7%

#	Epigenetic derep	TexasRed fluor	CBFb RUNX1 block	GLA spleen mod
16	4.1%	-1%	.	.
17	14%	3%	8%	1%
18	3.7%&3.1%	1%&-2%	-9%&11%	8%&7%
19	0.0%	-8%	7%	-2%
20	-1.1%	2%	-3%	-1%
21	-1.0%	1%	-1%	5%
22	-1.0%	0%	0%	-3%
23	2.1%	-5%	-6%	2%
24	1.0%	0%	2%	11%
25	-8.2%	-3%	-28%	-4%
26	3.6%	1%	-2%	4%
27	4.6%	5%	6%	?
28	5.3%	-2%	-4%	-20%
29	0.0%	5%	-2%	5%
30	5.7%	0%	7%	1%

Record cards, as listed above. Order of screens: Tau fluor cs, TRb SRC2 PPI, NPSR antagonist, Tau FP inhib, Epigenetic derep, TexasRed fluor, CBFb RUNX1 block, GLA spleen mod
`COCc1nnc(NC(=O)c2cccs2)s1` is listed with 0%, 6%, -2%[46.1 µM], -1%, 0.0%, -8%, 7%, -2%
`COCCN1Cc2cccc(C(=O)Nc3cccc(C)c3C)c2C1=O` is listed with -11%, 3%, -15%[46.1 µM], -2%, -1.0%, 1%, -1%, 5%
`CC(/C=C1\SC(=S)N(c2ccc(C(=O)O)cc2)C1=O)=C\c1ccccc1` is listed with 11%[0.0958 µM], 6%, -24%, 0%[0.0958 µM], 5.3%, -2%, -4%, -20%
`COc1ccccc1N1C[C@@H]2C[C@@H](c3ccco3)N3CCC[C@@]23C1=O` is listed with 5%, 4%, 18%, -3%, 14%, 3%, 8%, 1%

3 of the compounds above, with values under each structure.
Every second line gives: Tau fluor cs | TRb SRC2 PPI | NPSR antagonist | Tau FP inhib | Epigenetic derep | TexasRed fluor | CBFb RUNX1 block | GLA spleen mod
3	Cc1cc(-c2csc(N)n2)c(C)n1C
→ ? | -16% | -20%[46.1 µM] | ? | 0.0% | 8% | -11% | 4%
4	CC(=O)N1CCN(Cc2nc3cc(NC(=O)c4ccc(Cl)cc4)ccc3n2C)CC1
→ -11% | -16% | 0%[46.1 µM] | -13% | -3.1% | 2% | -11% | -15%
5	Cc1ccc(C2NC(=S)NC3=C2N2CCC3CC2)cc1 (stereo not given)
→ -6% | 3% | -7%[46.1 µM] | 2% | -0.9% | -7% | 0% | -1%

Returning to the listing with the two entries that preceded the break.
#	Structure	Tau fluor cs	TRb SRC2 PPI	NPSR antagonist	Tau FP inhib
29	CCCOc1ccc(N2CC(C(=O)NC3=NCCS3)CC2=O)cc1 (stereo not given)	-10%	3%	13%	-8%
30	CC1=C(C(=O)OCc2ccccc2)C(c2ccc(C3CCCCC3)cc2)NC(=O)N1CCCCCC(=O)O (stereo not given)	-7%	8%	.	-7%
31	Cc1ccc(OC(C)C(=O)N2CCN(CCc3ccccn3)CC2)cc1C (stereo not given)	8%	8%	.	6%
32	COc1cccc(Nc2nc(-c3cccc(N4C(=O)c5ccccc5C4=O)c3)cs2)c1	7.9µM*[quencher]	3%	-17%[46.1 µM]	?
33	CCCn1cnc2c(=O)oc3ccccc3c21	0%	-1%	5%[46.1 µM]	-4%
34	CC1=NNC(=O)C1CC(=O)N/N=C(\C)c1ccco1 (stereo not given)	8%	-5%	15%	5%
35	Cc1cc2ncn(C(=O)N3CCCCCC3)c2cc1C	-1%	-7%	-11%[46.1 µM]	6%
36	Cc1cc(=O)n2nc(N3CCC(C(=O)N4CCN(Cc5ccccc5)CC4)CC3)sc2n1	-6%	5%	-5%[46.1 µM]	-3%
37	CC1=[N+](C)c2ccc3ccccc3c2C1(C)C	?	32µM*	17%	1%
38	Cc1ccc(C(=O)N2CCCC2)cc1Br	-6%	-9%	9%[46.1 µM]	8%
39	Cc1cc(O)ccc1N/C=C1\CCCC1=O	-20%	-1%	10%	?
40	Cc1ccc(S(=O)(=O)N2CCN(C(C)C(=O)Nc3ccccc3-c3ccccc3)CC2)cc1 (stereo not given)	-6%	14%	-17%	-6%
41	Cc1cccc(OCCC(=O)NCC(=O)Nc2c(C)cccc2C)c1	-12%	2%	7%	7%
42	COC(c1ccccc1)c1nnc(CCC(=O)NCCCc2ccccc2)o1 (stereo not given)	-5%	-2%	2%	-7%
43	CSCC(NS(=O)(=O)c1ccc(C)cc1)C(=O)O (stereo not given)	-6%	1%	-18%	-6%
44	Cc1c(N=Cc2cccs2)c(=O)n(-c2ccccc2)n1C	11%	10%	-27%[46.1 µM]	-1%

#	Epigenetic derep	TexasRed fluor	CBFb RUNX1 block	GLA spleen mod
29	0.0%	5%	-2%	5%
30	5.7%	0%	7%	1%
31	1.6%	2%	.	.
32	3.4%	0%	-10%	-15%
33	0.0%	-4%	5%	-12%
34	0.0%	6%	2%	5%
35	1.2%	-1%	9%	8%
36	0.8%	1%	1%	2%
37	7.7%	4.5µM*[fluorescent]	.	22%
38	-1.5%	-2%	1%	5%
39	5.1%	-4%	2%	6%
40	-0.5%	-1%	-1%	-1%
41	-1.0%	-1%	3%	-3%
42	1.1%	0%	19%	-4%
43	1.1%	-2%	7%	8%
44	0.5%	1%	1%	12%
